# High-throughput results: PubChem, several laboratories
# E coli growth = counter-screen for AddAB inhibitors: E. coli growth inhibition; E. coli V3065 growth, OD600 absorbance, 18 h; inhibition, % at 11.9 µM; 330,000 tested, 0.27% active;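 active = inhibition above the campaign's mean inhibition across all tested compounds plus 3 SD, cut at about 9.9% in these data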;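 note: uninfected addAB+ strain grown without phage in ampicillin broth; 0% = DMSO wells and 100% = ciprofloxacin 0.95 µg/ml wells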
# HTR5A inv ctr = inverse agonist of human HTR5A in OPRM1-OPRD1 counter-screen. P47898. inhibition, % at 9.3 µM. HTR5A cell line, luminescence, inverse agonism. 340,000 tested, 0.083% active. AID 504634; in the data active = inhibition mostly above about 23%, no sharp cut-off; inactive = mostly below about 18%;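 note: 0% = cells with DMSO and 100% = no-cell wells with DMSO; some compounds called inactive have numbers as strong as hits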
# HTR5A ag ctr = HTR5A agonism, opioid heterodimer counter-screen; activation, % at 9.3 µM; P47898; AID 504692; 340,000 tested, 0.61% active; HTR5A agonist assay, luminescence, cell-based; in the data active = activation mostly above about 9.5%, no sharp cut-off; inactive = mostly below about 7.6%;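 note: 0% = cells with vehicle only and 100% = reference agonist; strong numbers were not always called active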
# OPRM1-OPRD1 ag = OPRM1-OPRD1 heterodimerization agonism; AID 504326; 340,000 tested, 0.3% active; cells, luminescence; activation, % at 9.3 µM; P35372+P41143; in the data active = activation above about 18%;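 note: 0% = vehicle-treated cells and 100% = reference agonist; values of inactives mirror those of a sister screen read the other way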
# Target sequence (P35372 whole entry, looked up): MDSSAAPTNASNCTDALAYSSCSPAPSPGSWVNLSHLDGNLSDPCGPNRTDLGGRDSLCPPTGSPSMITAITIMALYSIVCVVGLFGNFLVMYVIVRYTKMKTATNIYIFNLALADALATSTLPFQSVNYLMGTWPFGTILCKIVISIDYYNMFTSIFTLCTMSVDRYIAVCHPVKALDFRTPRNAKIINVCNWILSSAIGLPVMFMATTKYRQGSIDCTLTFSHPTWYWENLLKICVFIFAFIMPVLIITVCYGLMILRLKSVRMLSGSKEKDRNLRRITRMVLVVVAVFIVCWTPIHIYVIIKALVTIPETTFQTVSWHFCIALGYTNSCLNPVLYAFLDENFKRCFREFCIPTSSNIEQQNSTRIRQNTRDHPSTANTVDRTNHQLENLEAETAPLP
# Target sequence (P41143 whole entry, looked up): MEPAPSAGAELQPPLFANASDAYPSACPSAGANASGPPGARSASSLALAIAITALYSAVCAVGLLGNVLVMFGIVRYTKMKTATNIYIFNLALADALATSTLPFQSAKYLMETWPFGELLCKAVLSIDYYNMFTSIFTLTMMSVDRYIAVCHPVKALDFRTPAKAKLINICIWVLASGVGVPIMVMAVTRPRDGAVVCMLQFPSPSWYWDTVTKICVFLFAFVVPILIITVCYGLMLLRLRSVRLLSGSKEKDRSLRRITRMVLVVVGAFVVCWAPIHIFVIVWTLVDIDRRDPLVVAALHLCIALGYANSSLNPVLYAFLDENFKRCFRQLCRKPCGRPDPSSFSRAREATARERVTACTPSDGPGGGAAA
# AddAB inh = less growth of phage-infected E. coli with AddAB; E. coli expressing H. pylori AddAB, absorbance growth; inhibition, % at 11.9 µM; 330,000 tested, 0.29% active; in the data active = inhibition above about 12%;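 note: 0% = vehicle wells of infected cells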
# DSG3 Ab inh = inhibitors of pemphigus antibody binding to human desmoglein-3. AID 588358. binding (percent of control), % at 10 µM. 310,000 tested, 0.48% active. DSG3-coupled beads, scFv-anti-DSG3-GFP binding, flow cytometry; active compounds read low. P32926;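 active = binding more than 3 SD below its plate's average and above zero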;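 note: hits lower antibody fragment binding to DSG3; some compounds called inactive have numbers as strong as hits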
# PfHsp90 set2 = inhibits growth of yeast expressing Plasmodium falciparum Hsp90. AID 504621. 310,000 tested, 0.32% active. inhibition, % at 9.4 µM. S. cerevisiae expressing PfHsp90, BacTiter-Glo ATP, 48 h; yeast lacking PDR1 and PDR3 efflux regulators;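 active = every replicate shows inhibition above about 80%, whatever the replicate mean, limit read from the data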;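 note: 0% = DMSO neutral controls and 100% = 20 µM radicicol positive controls; yeast relying on Plasmodium falciparum Hsp90 in place of its own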
# OPRM1-OPRD1 inv = inverse agonist of human OPRM1-OPRD1 heterodimerization; P35372+P41143; cell-based MOR-DOR heterodimer luminescence, inverse agonism; inhibition, % at 9.3 µM; 340,000 tested, 0.21% active; in the data active = inhibition above about 22%, passing the limit was not always enough;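 note: 0% = cells with DMSO and 100% = wells without cells with DMSO; values of inactives mirror those of a sister screen read the other way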
# phage Ecoli inh = E. coli growth loss with phage present; inhibition, % at 11.9 µM; growth absorbance; 360,000 tested, 0.26% active; in the data active = inhibition above about 11%
# SUMO Mot1 rescue = blocks SUMOylation pathway, rescuing yeast Mot1-301 growth; S. cerevisiae Mot1-301 growth rescue, ATP luminescence, 38.5C; percent above DMSO median, 100 means doubled; growth rescue, % at 18.8 µM; 320,000 tested, 1% active; AID 2716;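 active = every valid replicate shows activation above 250% relative to neutral control wells; inactive = the rest, any valid replicate at or below 250%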;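 note: OY570 slx delta 5 strain wells were the positive control but not used for scaling; some compounds called inactive have numbers as strong as hits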
# PKA-R1A activ = activators of PKA-R1A complex. 340,000 tested, 0.083% active. activation, % at 11.4 µM. PKA-R1A dissociation, Cy5-IP20 fluorescence polarization; scaled: DMSO 0%, 113 µM cGMP 100%;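 active = percent activation above the mean of all tested compounds plus 3 SD, cut at about 19% in these data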;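 note: higher means more PKAc released from R1A so a rise in polarization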
# Starred values were filed as active, the others as inactive; x = not tested or not shown. The order is random. About 3.2% of those tested had a hit in this group.
SMILES,E coli growth,HTR5A inv ctr,HTR5A ag ctr,OPRM1-OPRD1 ag,AddAB inh,DSG3 Ab inh,PfHsp90 set2,OPRM1-OPRD1 inv,phage Ecoli inh,SUMO Mot1 rescue,PKA-R1A activ
COc1cc(/C=C(\C#N)C(N)=O)ccc1OS(=O)(=O)c1ccc(C)cc1,-1.2,16,-3,-0.5,2.0,100,13,3,3.9,-5,-10
CCN(C(=O)COC(=O)c1ccccc1NC(=O)c1ccco1)C1CCS(=O)(=O)C1 (stereo unspecified),-2.9,14,-3,-0.2,1.3,105,6,1,3.6,418*,8
CCN1CCN(CCC(=O)Nc2ccc3c(c2)OCO3)CC1,0.2,-38,5,2.6,0.6,110,2,-15,2.3,-22,-13
Cc1cc(Cn2nc(-c3ccccc3)cc2C(=O)NCc2cccc(Br)c2)on1,0.7,-46,17,1.5,2.8,98,-8,-9,2.7,6,-16
Cc1ccc(NC(=S)Nc2ccc3nc(-c4ccccn4)c(-c4ccccn4)nc3c2)cc1C,0.8,-4,2,7.7,4.2,108,-18,-46,x,-19,-12
CCCCOc1ccc(/C(N)=N/O)cc1,0.9,7,9,-1.6,3.1,105,16,9,4.2,-35,3
CCCc1cc(=O)oc2cc(OCC(=O)NCCc3c[nH]c4ccccc34)ccc12,0.3,5,19*,13,2.4,103,-6,-67,1.0,-14,-10
N#Cc1ccccc1OCC(=O)N1CCc2ccccc2C1,1.8,-15,6,-0.9,2.1,83,17,5,5.7,-12,-10
CCN(CC(=O)NCc1cccs1)C(=O)c1ccccc1Cl,0.9,28,0,-1.4,-0.7,110,-6,7,-1.1,-8,-9
Cc1cccc(C(OC(=O)c2ccco2)C(=O)NCc2ccccc2)n1 (stereo unspecified),-1.0,-6,0,-3.0,-0.9,127,-14,14,-0.1,29,-3
COc1ccc(/C=N/N2CCOCC2)cc1O,-1.6,7,3,-1.6,0.5,109,-5,8,0.8,-8,5
COC(=O)c1ccc(NC(=O)N2CCCC(C(=O)c3ccccc3OC)C2)cc1 (stereo unspecified),-0.6,-18,7,-0.8,5.8,100,5,4,1.8,-9,-4
Cc1ccc2sc(N(CCCN(C)C)C(=O)c3nc4ccccc4s3)nc2c1C,1.0,-15,5,2.4,0.9,108,18,-12,2.0,496,4
O=C(Oc1c(Cl)cc(Cl)c2cccnc12)N1CCCCC1,-1.6,-4,1,2.0,0.3,102,-50,-10,4.6,12,-7
c1n[nH]c(SCCCCSc2ncn[nH]2)n1,-1.1,-19,8,-2.7,-0.3,99,4,13,3.4,1,-3
O=c1cc(-c2ccc3c(c2)OCCO3)oc2ccc(Cl)cc12,1.4,-4,0,-2.6,4.0,88,-14,13,2.0,-10,-6
CCOC(=O)C1CCN(C(=O)COC(=O)C2CCN(S(=O)(=O)c3ccc(C)c(C)c3)CC2)CC1,-1.1,15,-5,-1.2,0.2,102,x,8,0.2,26,1
Cc1nnc(SC(C)C(=O)Nc2ccc(N3CCOCC3)cc2)n1Cc1ccccc1 (stereo unspecified),x,20,-2,-3.5,x,104,-3,17,0.4,x,-11
CCN1CCN(c2nnc(-c3ccc(F)cc3)c3ccccc23)CC1,0.9,-11,4,0.4,2.0,x,0,-3,0.0,-18,-7
NC(N)=NCCC[C@H](NC(=O)OCc1ccccc1)C(=O)O,2.5,-3,4,-1.2,5.5,x,15,7,1.8,4,-5
CC(C)CC(C(=O)O)C(C)CC(=O)Nc1ccn(-c2ccccc2)n1 (stereo unspecified),1.0,13,-2,-0.6,-1.9,101,34,3,2.0,-8,-7
CCCn1c(SCC(=O)NCc2ccccc2)nnc1-c1ccncc1,-0.3,21,1,-0.7,-0.9,104,41,4,2.2,203,6
Cc1ccc(S(=O)(=O)NC23CC4CC(CC(C4)C2)C3)cc1,2.1,-13,4,6.0,0.3,103,-50,-32,3.5,79,-7
COc1cccc(NC(=O)CN2C(=O)NC(C)(CCC(C)C)C2=O)c1 (stereo unspecified),-1.3,2,1,-2.5,4.1,100,15,12,4.3,7,-13
COc1ccc([N+](=O)[O-])cc1NC(=S)Nc1ccccc1,1.5,-3,1,-3.5,2.5,102,7,19,-1.5,8,-11

# Filtered by structure, the compounds so far containing a COOH group (2)
SMILES,E coli growth,HTR5A inv ctr,HTR5A ag ctr,OPRM1-OPRD1 ag,AddAB inh,DSG3 Ab inh,PfHsp90 set2,OPRM1-OPRD1 inv,phage Ecoli inh,SUMO Mot1 rescue,PKA-R1A activ
NC(N)=NCCC[C@H](NC(=O)OCc1ccccc1)C(=O)O,2.5,-3,4,-1.2,5.5,x,15,7,1.8,4,-5
CC(C)CC(C(=O)O)C(C)CC(=O)Nc1ccn(-c2ccccc2)n1 (stereo unspecified),1.0,13,-2,-0.6,-1.9,101,34,3,2.0,-8,-7

# Some values from above:
# For HTR5A ag ctr, `Cc1ccc(NC(=S)Nc2ccc3nc(-c4ccccn4)c(-c4ccccn4)nc3c2)cc1C` has the entry 2
# For OPRM1-OPRD1 inv, `COc1ccc([N+](=O)[O-])cc1NC(=S)Nc1ccccc1` has the entry 19
# For OPRM1-OPRD1 ag, `CC(C)CC(C(=O)O)C(C)CC(=O)Nc1ccn(-c2ccccc2)n1` (stereo unspecified) has the entry -0.6
# For DSG3 Ab inh, `CCCc1cc(=O)oc2cc(OCC(=O)NCCc3c[nH]c4ccccc34)ccc12` has the entry 103

# Next results.
SMILES,E coli growth,HTR5A inv ctr,HTR5A ag ctr,OPRM1-OPRD1 ag,AddAB inh,DSG3 Ab inh,PfHsp90 set2,OPRM1-OPRD1 inv,phage Ecoli inh,SUMO Mot1 rescue,PKA-R1A activ
CCOC(=O)C1=C(O)CSC1=Nc1ccc(Cl)cc1,-0.2,-4,2,-2.0,-0.8,104,x,9,2.3,-12,1
CC(C)(C)c1ccc(COC(=O)CN2C(=O)NC3(CCCC3)C2=O)cc1,0.5,-1,0,0.2,-1.9,100,-10,-1,4.1,8,-2
O=C(CSc1nnc(CNC(=O)c2cccs2)o1)NCc1ccc(F)cc1,2.4,-6,2,-1.0,1.5,100,-5,5,2.1,-1,-8
CCc1nn(C)c(-c2n[nH]c(=S)n2N)c1Cl,-0.5,9,-6,-0.4,-2.4,107,-8,2,-1.1,10,-5
COC1=C(Nc2ccc(O)cc2)C(=O)c2ccccc2C1=O,-2.0,13,-5,2.0,-3.9,98,9,-11,0.9,1,-4
O=C(Nc1ccc2c(c1)CCC2)c1ccccc1Br,-0.8,2,-1,0.4,4.2,99,6,-2,3.9,-34,-2
Cc1cccc(C(=O)Nc2cccc(OCC(=O)O)c2)c1,0.6,6,7,-2.1,1.1,93,-13,10,2.6,-25,-1
Cn1c(N)c(C(=O)COC(=O)c2ccc(Cl)nc2)c(=O)n(C)c1=O,-0.5,4,1,0.0,-1.4,103,22,0,2.2,20,0
CC(C)(C)C(=O)/C=c1\[nH]c(=O)/c(=C\c2ccc(F)cc2)s1,-2.8,-11,5,0.3,2.4,97,8,-2,0.6,5,-6
CCOC(=O)N1CCC(n2c(SCC(=O)Nc3nccs3)nc3ccsc3c2=O)CC1,-0.2,-7,4,-2.1,0.3,98,-11,11,3.8,4,-11
O=C(NCc1ccc(F)cc1)C1CCN(S(=O)(=O)N2CCCCC2)CC1,0.1,26,2,-2.0,0.8,107,-1,11,4.7,-5,0
CCC1CCCCN1Cc1nc(Cc2ccccc2Cl)no1 (stereo unspecified),-3.6,13,-1,2.3,1.5,100,5,-12,4.3,-1,1
CN(C)CCN1C(=O)NC(C)(c2ccc([N+](=O)[O-])cc2)C1=O (stereo unspecified),1.2,32,12,-0.3,1.4,101,11,2,5.0,-11,2
Cc1cc(Nc2ccc(Cl)cc2)nc(N)n1,6.4,7,2,5.4,5.9,106,x,-25,5.1,-7,-2
COc1ccc(C(C)=O)cc1CSc1nc2ccccc2c(=O)n1-c1ccccc1C,2.2,10,1,-1.1,0.3,114,-34,6,4.1,-9,2
CCOC(=O)c1cnc(-n2nc(C)cc2C)nc1Oc1ccc(C#N)cc1,0.0,-14,-4,-2.6,3.6,105,2,13,2.2,-14,-7
Cc1ccc2c(c1)sc1nc(=O)n(-c3ccc(Cl)cc3)c(=O)n12,1.0,0,-3,0.2,1.2,93,4,-1,2.9,175,3
O=C(CCn1cnc2ccccc2c1=O)Nc1cccc(Cl)c1,0.9,-9,3,-0.4,0.8,x,1,2,3.5,-10,-9
COc1ccc(OC)c(C2=NOC(C(=O)NCc3cccnc3)C2)c1 (stereo unspecified),0.8,8,-2,0.3,1.3,111,-30,-2,2.9,-9,-2

# Record cards (already shown).
# COC1=C(Nc2ccc(O)cc2)C(=O)c2ccccc2C1=O reads E coli growth = -2.0; HTR5A inv ctr = 13; HTR5A ag ctr = -5; OPRM1-OPRD1 ag = 2.0; AddAB inh = -3.9; DSG3 Ab inh = 98; PfHsp90 set2 = 9; OPRM1-OPRD1 inv = -11; phage Ecoli inh = 0.9; SUMO Mot1 rescue = 1; PKA-R1A activ = -4
# CCOC(=O)C1=C(O)CSC1=Nc1ccc(Cl)cc1 reads E coli growth = -0.2; HTR5A inv ctr = -4; HTR5A ag ctr = 2; OPRM1-OPRD1 ag = -2.0; AddAB inh = -0.8; DSG3 Ab inh = 104; PfHsp90 set2 = x; OPRM1-OPRD1 inv = 9; phage Ecoli inh = 2.3; SUMO Mot1 rescue = -12; PKA-R1A activ = 1
# Cn1c(N)c(C(=O)COC(=O)c2ccc(Cl)nc2)c(=O)n(C)c1=O reads E coli growth = -0.5; HTR5A inv ctr = 4; HTR5A ag ctr = 1; OPRM1-OPRD1 ag = 0.0; AddAB inh = -1.4; DSG3 Ab inh = 103; PfHsp90 set2 = 22; OPRM1-OPRD1 inv = 0; phage Ecoli inh = 2.2; SUMO Mot1 rescue = 20; PKA-R1A activ = 0
